# AmpC det inh: inhibitors of E. coli AmpC beta-lactamase with detergent; purified AmpC, nitrocefin hydrolysis with detergent; 71,000 tested, 0.09% active; AID 584; Potency, µM (doses to about 28.7 µM), without a hit: top-dose activity change, negative = inhibition; active = well fitted curve in the direction sought with a large enough effect
# Target sequence (P00811 whole entry, looked up): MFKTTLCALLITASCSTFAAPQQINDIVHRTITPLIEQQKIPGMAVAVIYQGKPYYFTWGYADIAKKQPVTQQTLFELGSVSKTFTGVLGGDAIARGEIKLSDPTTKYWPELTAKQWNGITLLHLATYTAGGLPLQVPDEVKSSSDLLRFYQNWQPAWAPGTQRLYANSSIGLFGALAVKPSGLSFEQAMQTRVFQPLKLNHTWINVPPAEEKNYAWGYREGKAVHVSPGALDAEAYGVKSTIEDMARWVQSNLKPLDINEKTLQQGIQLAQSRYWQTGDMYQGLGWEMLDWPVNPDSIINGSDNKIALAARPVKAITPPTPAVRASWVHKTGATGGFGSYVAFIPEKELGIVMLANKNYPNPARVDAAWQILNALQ
#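 E. coli AmpC (5.3 nM) in 20 mM phosphate pH 7.0 with 0.01% Triton X-100, preincubated 15 min RT with compound; nitrocefin (2 uL of 800 uM stock) hydrolysis followed by 480 nm absorbance every 20 s over 4 min.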
# Starred values were filed as active, the others as inactive; [ ] = dose if it differs, or a comment. % is set by controls: 0 for no effect and ±100 for the full control effect; potency is the fitted concentration of half-maximal effect. This is a subset (hit frequency here may not be typical).
SMILES,AmpC det inh
Fc1ccc(N2CCN(C(c3cccs3)c3nnnn3CCc3ccccc3)CC2)cc1 (configuration not stated),1.5%
COc1cc(CC(=O)Nc2ncc(C)s2)cc(OC)c1OC,0.3%
Clc1ccc(OCc2nn3c(C4CCCCC4)nnc3s2)c(Cl)c1,-0.6%
CCCC(=O)NCCc1c2n(c3ccc(OC)cc13)Cc1ccccc1-2,0.4%
COc1cccc(Cn2c(=O)cnc3cnc(N4CCOCC4)nc32)c1,-1.3%
CN(C(=O)c1cccnc1)c1nnc(-c2cccnc2)s1,8.5%
O=C(O)C1C2C=CC3(CN(CC(O)COc4ccccc4)C(=O)C13)O2 (configuration not stated),-1.0%
COc1cc(-c2nnc(Cn3cc(C(F)(F)F)ccc3=O)o2)cc(OC)c1OC,-3.1%
O=C(Cc1ccc(-n2c(=O)[nH]c3ccccc3c2=O)cc1)N1CCN(c2ccccc2)CC1,-3.3%
Cn1c(SCC(=O)N2CCN(c3ccccc3)CC2)nnc1-c1cc2ccccc2o1,-6.8%
CCn1c(CSc2ncccn2)nnc1SCC(=O)N1CCc2ccccc21,8.8%
Cn1c(Cn2c(=O)sc3ccccc32)nnc1SCc1ccccc1,4.3%
CCN(CC)CCNC(=O)c1ccc(N2CCCCC2)c(NS(=O)(=O)c2ccc(C)cc2)c1,-3.1%
Cc1cc(C)nc(-n2nc(C)c(Oc3ccccc3O)c2C)n1,-1.7%
CCC(C)(C)c1ccc(Oc2cccc(C(=O)O)c2)cc1,7.6%[5.75 µM]
CCN1C(=O)/C(=C2\C=Cc3ccccc3N2CC)OC1=S,-3.2%
COC(=O)[C@@]1(Cc2ccc(F)cc2)[C@H]2c3cc(C(=O)N(C)C)n(Cc4cc(C)n(C)n4)c3C[C@H]2CN1C(=O)c1ccccc1,-1.0%
CCN(CCCNC(=O)c1cn(CC)c2ccc(S(=O)(=O)N(C)C)cc2c1=O)c1cccc(C)c1,0.0%
O=C(Nc1ccc(N2CCN(C(=O)c3ccco3)CC2)cc1)c1ccc2c(c1)OCO2,-3.4%
Cc1cccc(NC(=O)C2CCCN2S(=O)(=O)c2ccc(F)cc2)c1C (configuration not stated),1.5%
COc1ccc(S(=O)(=O)N2CCC(C(=O)NCc3ccccn3)CC2)cc1C,6.1%
O=S(=O)(Nn1cnnc1)c1ccccc1Cl,-1.8%
CC1(C)CC(NC(=O)C23CCC(C)(C(=O)C2)C3(C)C)CC(C)(C)N1 (configuration not stated),5.0%
Cc1ccc(S(=O)(=O)N2CCOCC2)cc1C(=O)N1CCOCC1,3.7%
CC(C)C(=O)Nc1ccc2c(c1)nc1n2CCSC1,12.5%

# Among those listed so far, 2 have a Cl atom:
SMILES,AmpC det inh
Clc1ccc(OCc2nn3c(C4CCCCC4)nnc3s2)c(Cl)c1,-0.6%
O=S(=O)(Nn1cnnc1)c1ccccc1Cl,-1.8%

# Following part:
SMILES,AmpC det inh
Cn1cccc1Cc1nnc(SCC(=O)Nc2ccc(F)cc2F)n1-c1ccc(F)cc1,14.0%
c1ccc(Nc2nc3ccccc3[nH]2)nc1,-1.1%
N/C(CC(=O)NCCOc1ccccc1)=N\O,-3.8%
COc1cc(OC)c(/C=C2/C(=O)Nc3ccccc32)c(OC)c1,-4.3%
COc1cccc(-c2cc(C(=O)NCc3ccc(Cl)cc3)no2)c1,3.0%
CN1C(=O)N(C)C2C1N(C)S(=O)(=O)N2C (configuration not stated),-2.2%
O=C(Nc1cccnc1N1CCOCC1)c1cc2ccccc2oc1=O,-5.2%
CN(C)C(=O)c1nnc(Cc2ccc(Cl)cc2)o1,8.3%
O=C(CCCn1c(SCC(=O)NC2CCCC2)nc2ccccc2c1=O)NCC1CCCO1 (configuration not stated),-3.4%
Cc1noc(NS(=O)(=O)c2ccc(N3C(=O)c4ccccc4C3=O)cc2)c1C,-3.3%
CCOC(=O)C1(N(CC)CC)Sc2cc(C)ccc2NC1=O (configuration not stated),2.0%
COC(=O)c1c(-c2ccc(F)cc2)noc1N,-2.0%
COc1ccc(N(C(=O)c2ccco2)S(=O)(=O)c2cccs2)cc1,-3.4%
O=C(NCc1ccco1)c1cc(-c2ccccn2)nc2ccccc12,-2.1%
NCCNC(=O)c1ncsc1-c1cccc(F)c1,-0.9%
CCCn1c(C)nc2c(NC3CCN(Cc4ccccc4)CC3)nc(C)nc21,9.5%
Cc1ccc(NC(=O)CNS(=O)(=O)c2cccs2)cc1F,-2.7%
Nc1ncnc2c1ncn2CCN1CCOCC1,-2.8%
Cc1[nH]c2ccccc2c1C(=O)CSCC(=O)O,-2.7%
Cn1c(-c2ccc3nc(N)sc3c2)nc2cc(N)ccc21,10.7%
CCOC(=O)Cn1c(=O)n(Cc2ccco2)c(=O)c2ccc(C(=O)NCCc3ccccc3)cc21,0.4%
CCOC(=O)C1=C(O)CSC1=Nc1ccc(Cl)cc1,5.6%
O=C(CSc1nnc(CNC(=O)c2cccs2)o1)NCc1ccc(F)cc1,12.1%
O=C(Oc1c(Cl)cc(Cl)c2cccnc12)N1CCCCC1,5.9%
C/C(=N/NC(=O)c1ccncc1)c1ccccc1Cl,-2.9%[5.75 µM]
SMILES,AmpC det inh
c1n[nH]c(SCCCCSc2ncn[nH]2)n1,-4.2%
Cc1ccccc1C1CC(c2ccc(F)cc2)Nc2nc(N)nn21 (configuration not stated),11.7%
Cc1cccc(C(OC(=O)c2ccco2)C(=O)NCc2ccccc2)n1 (configuration not stated),-2.9%
CCOC(=O)c1c(C)n(C)c2ccc(OCC(O)CN3C(=O)c4ccccc4S3(=O)=O)cc12 (configuration not stated),-0.6%
CCOC(=O)C1CCCN(C(=O)CN2C(=O)COc3ccc(C(C)(C)C)cc32)C1 (configuration not stated),1.0%
CC(C)(C)N(Cc1cc2ccccc2[nH]c1=O)C(=O)c1cccnc1,-2.2%
C[C@@]12CC[C@H]3[C@@H](CC[C@@H]4C[C@H]5S[C@H]5C[C@]43C)[C@H]1CC[C@H]2O,0.9%[12.8 µM]
CCOc1ccccc1C1CC(c2ccc(Br)cc2)Nc2nc(N)nn21 (configuration not stated),9.9%
COc1ccc(CN(C(=O)c2ccco2)c2ccc(Br)cc2)cc1OC,28.6%
CCOCCCN1CC(C(=O)NCCc2ccc(C)cc2)CC1=O (configuration not stated),-3.1%
Cc1ccc(CN2C(=O)CCC2C(=O)NC(C)C)cc1 (configuration not stated),-0.3%
CCOC(=O)CN(C(=O)CNC(=O)c1ccco1)C(C(=O)NC1CCCC1)c1ccccc1OCC (configuration not stated),7.0%
O=C(CCn1cnc2ccccc2c1=O)Nc1cccc(Cl)c1,-0.6%
CCOC(=O)N1CCC(n2c(SCC(=O)Nc3nccs3)nc3ccsc3c2=O)CC1,6.5%
O=C(NCc1ccc(F)cc1)C1CCN(S(=O)(=O)N2CCCCC2)CC1,0.3%
c1ccc(-n2nnnc2Oc2ccc(-n3ccnc3)cc2)cc1,-1.8%
Cc1cccc(CNc2nc(-c3cccnc3)nc3ccccc23)c1,4.8%
Cc1cc(NC(=O)c2sccc2C)n(-c2cccc(Cl)c2)n1,-0.9%
CCC1CCCCN1CCNC(=O)CNS(=O)(=O)c1ccc2nc(C)sc2c1 (configuration not stated),3.9%
Cc1ccc(-n2ncc3c(=O)n(CC(=O)NC4CCCCC4)cnc32)cc1,-3.3%
O=C1CC(c2ccc(Cl)cc2)n2nc(N3C(=O)CCC3=O)nc2N1 (configuration not stated),-2.1%
CSCC[C@H](NC(=O)NCc1cccs1)C(=O)O,3.6%
O=C(Nc1ccc2c(c1)OCCO2)c1cc(-n2cnnc2)ccc1Cl,-0.3%
CC1(C)CC(=O)C2=C(C1)OC(N)=C(C#N)C2c1ccc(OC(=O)N2CCOCC2)cc1 (configuration not stated),5.8%
CCCn1c(-c2ccc(F)cc2)nc2c(NCCCN3CCOCC3)nc(C)nc21,9.8%

# Molecules shown so far with a furan ring, fused or not, in the order listed:
SMILES,AmpC det inh
Cn1c(SCC(=O)N2CCN(c3ccccc3)CC2)nnc1-c1cc2ccccc2o1,-6.8%
O=C(Nc1ccc(N2CCN(C(=O)c3ccco3)CC2)cc1)c1ccc2c(c1)OCO2,-3.4%
COc1ccc(N(C(=O)c2ccco2)S(=O)(=O)c2cccs2)cc1,-3.4%
O=C(NCc1ccco1)c1cc(-c2ccccn2)nc2ccccc12,-2.1%
CCOC(=O)Cn1c(=O)n(Cc2ccco2)c(=O)c2ccc(C(=O)NCCc3ccccc3)cc21,0.4%
Cc1cccc(C(OC(=O)c2ccco2)C(=O)NCc2ccccc2)n1 (configuration not stated),-2.9%
COc1ccc(CN(C(=O)c2ccco2)c2ccc(Br)cc2)cc1OC,28.6%
CCOC(=O)CN(C(=O)CNC(=O)c1ccco1)C(C(=O)NC1CCCC1)c1ccccc1OCC (configuration not stated),7.0%

# (listing goes on)
SMILES,AmpC det inh
O=C(CSc1nc2ccccc2c(=O)n1Cc1ccco1)NCc1ccccc1,20.8%
COC(=O)Cn1cnc2c(nnn2-c2ccc(C)cc2)c1=O,-4.4%
O=C(c1ccc2c3c(cccc13)CC2)N1CCOCC1,-4.5%
Cc1nnc(NC2=NCCCCC2)o1,6.6%
CC(=O)c1cc2c(cc1NC(=O)CN1CCOCC1)OCO2,-4.2%
O=C(NCCC1=CCCCC1)C1CC(=O)N(C2CCCCCC2)C1 (configuration not stated),-1.7%
Cc1ccc(S(=O)(=O)N2CCN(C(=O)CSc3nnc(C)c(=O)[nH]3)CC2)cc1,-2.3%
CC(=C1C2C=CC1C1C(=O)NC(=O)C21)c1ccccc1 (configuration not stated),-3.2%
O=C(c1noc2c1CCCCC2)N1CCOCC1,-0.7%
COc1ccc(NC(=O)c2nc3nc(C)cc(C(F)F)n3n2)cc1OC,10.6%
O=c1c2c(-c3ccco3)csc2nc(SCc2cn3cccnc3n2)n1-c1ccccc1,-3.3%
C=C[C@@H]1CN2CC[C@H]1C[C@H]2[C@@H](O)c1ccnc2ccccc12,0.6%
COc1ncc2nc(-c3cccs3)c(=O)n(CCc3ccccc3)c2n1,-0.6%
NC(=O)C/C=C\CC(N)=O,-3.5%[5.75 µM]
O=C(Nc1cccc(Cl)c1)Nn1cnnc1,-5.2%[5.75 µM]
C(=N\n1cnnc1)/c1ccc(OCc2ccccc2)cc1,21.4%
Cc1ccc2c(c1)C(=O)[C@@]1(O)CCN(c3ccccc3)C1=N2,-0.4%
CCNC(=O)CN(c1ccc(C)cc1)S(=O)(=O)c1ccc(SC)cc1,2.7%
CCCS(=O)(=O)N1CCC(C(=O)NC2CCC(C)CC2)CC1 (configuration not stated),9.0%
CC(C)C[C@@H](CC(=O)N[C@H](CC(=O)N[C@@H]1CCNC[C@H]1C(=O)N[C@H](CC(=O)N[C@@H](CCC(=O)O)CC(=O)O)Cc1c[nH]c2ccccc12)C(C)C)NC(=O)[C@@H]1CCCC[C@H]1N,-2.2%
Cc1ccc(CNC(=O)CSc2n[nH]c(N)n2)cc1,-1.1%
O=C(O)Cc1c(O)ccc2ccccc12,-2.5%[5.75 µM]
NCCCc1c(-c2ccccc2)nc(N)[nH]c1=O,-2.9%[5.75 µM]
Cc1cc(C)cc(N(C(=O)Cn2nnc3ccccc32)C(C(=O)NCc2ccco2)c2ccncc2)c1 (configuration not stated),-1.5%
COc1ccccc1C(=O)NCCc1nc2ccccc2n1C,-6.4%
SMILES,AmpC det inh
CC1=NCCc2c1[nH]c1cc(O)ccc21,1.2%
CCc1cc2c(-c3ccccc3)cc(=O)oc2c(CN2CCOCC2)c1O,-4.1%
Cc1ccc(S(=O)(=O)c2nc(-c3ccco3)oc2SCC(=O)NCC2CCCO2)cc1 (configuration not stated),-5.1%
CCCNC(=O)C(Cc1ccccc1)NS(=O)(=O)c1ccc2c(c1)CCC(=O)N2 (configuration not stated),12.7%
COc1cc2[nH]c(=O)c(C(=O)NCCCN3CCCCC3)c(O)c2cc1OC,8.6%
CCOc1ccc(N2C(=O)CC(N3CCOCC3)C2=O)cc1 (configuration not stated),-6.5%
O=C(CCn1c(=O)oc2ccccc21)NCc1ccc2c(c1)OCO2,13.6%
O=C(CN1CCOc2ccccc21)NCc1cccs1,-1.0%
CC(NC(=O)CN1CCN(Cc2ccc(Cl)cc2)C1=O)c1ccc2c(c1)OCCO2 (configuration not stated),5.1%
CC(Cc1ccccc1)C(=O)NCc1ccncc1 (configuration not stated),14.9%
COc1ccccc1N1CCN(CC(=O)Nc2cc(F)ccc2C)CC1,-0.4%
Cc1c2oc3c(C)ccc(C(=O)N[C@@H]4C(=O)N[C@@H](C(C)C)C(=O)N5CCC[C@@H]5C(=O)N(C)CC(=O)N(C)[C@@H](C(C)C)C(=O)O[C@H]4C)c3nc-2c(C(=O)N[C@@H]2C(=O)N[C@@H](C(C)C)C(=O)N3CCC[C@@H]3C(=O)N(C)CC(=O)N(C)[C@@H](C(C)C)C(=O)O[C@H]2C)c(N)c1=O,-3.0%
CN(C)c1ccc(N/C=C/C(=O)c2ccc(F)cc2)cc1,-1.8%
Cc1c(C#N)c2ncnc(N)c2n1-c1ccccc1,-2.7%
O=C(/C=N/O)Nc1cccnc1,-1.6%
COc1ccc(CC2C(=O)OC(C)(C)OC2=O)cc1,-3.8%
Cc1cc(N)c2cc(NC(=O)Nc3ccc4nc(C)cc(N)c4c3)ccc2n1,-5.3%[5.75 µM]
N#CCCSC(=S)[C@H]1CCCC1=N,-4.4%[5.75 µM]
Cc1ccc(C(=O)NCCN2CCOCC2)cc1Cl,2.1%
CCCCn1c(SCC(=O)Nc2nnc(CC)s2)nc2c1c(=O)n(C)c(=O)n2C,10.2%
COC(=O)C(C(=O)OC)=C(/C=C/C=C/N(C)C)N(C)C,-1.7%
COc1ccc(C)cc1NC(=O)CN1CCN(S(=O)(=O)c2ccc(Cl)cc2)CC1,-3.8%
O=C(NCCCN1CCCC1)c1cccc(N2CCCC2=O)c1,-8.4%
CC1=C(C(=O)NC2CCC(C)CC2)C2(CCC(C)CC2)OC1=O (configuration not stated),3.1%
CSc1nc(N)c2ncn([C@H]3O[C@H](COP(=O)(O)OP(=O)(O)OP(=O)(O)O)[C@@H](O)[C@@H]3O)c2n1,0.3%
CCCc1cc(=O)[nH]c(SCC(=O)CSc2nc(CCC)cc(=O)[nH]2)n1,-1.4%
CCCC(C(=O)NC1CCCC1)N(C(=O)Cn1nnc(-c2ccc(C)o2)n1)C1CCCC1 (configuration not stated),6.3%
